D2 antagonist – antagonists of human D2 dopamine receptor; HEK293 TREx D2 cells, calcium flux, dopamine EC80; P14416; inhibition, % at 10 µM; actives 2% (n = 340,000); AID 485344; in the data active = inhibition above about 30%; note: 0% is about no effect
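Read-out: kinetic calcium fluorescence (1 cycle/s) in inducible HEK293 T-REx D2 cells after an EC80 dopamine addition that followed 180 s compound preincubation. Loss of the dopamine response indicates antagonism.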
D1 agonist – human D1 receptor agonism. activation, % at 2 µM. HEK293 T-REx D1 cells, calcium flux, agonist mode. P21728. actives 1% (n = 360,000); note: 0% is about no effect
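Tetracycline-induced HEK293 TREx D1 cells, force-coupled to calcium signalling, were dye-loaded with a no-wash calcium kit. Compound was pin-added after a 10 s baseline. Fluorescence was read kinetically at 1 cycle/s for 180 s, with calcium rises flagged as agonism.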
D2 ag – agonists of human D2 dopamine receptor; AID 485358; actives 0.53% (n = 340,000); activation, % at 2 µM; P14416; HEK293 T-REx D2 cells, calcium flux agonist mode;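 active = activation over 3 SD above normal in the single-dose calcium agonist read, cut at about 30% in these data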; note: 0% is about no effect
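Tetracycline-induced HEK293 T-REx cells with force-coupled D2 receptor, plated overnight at 30 C, loaded with no-wash calcium dye. After a 10 s baseline, compound was pin-added and calcium flux read kinetically for 180 s; calcium rises flagged agonists.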
D1 antagonist – human D1 dopamine receptor antagonism. P21728. HEK293 TREx D1 cells, calcium flux, dopamine EC80; active compounds read low. activity change, negative = inhibition, % at 10 µM. actives 3.2% (n = 360,000); in the data active = activity change below about -30%; note: % is set by controls: 0 for no effect and ±100 for the full control effect
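After overnight tetracycline induction at 30 C, force-coupled D1 HEK293 cells took up a no-wash calcium dye at room temperature. Compounds were added and monitored 180 s, and the response to EC80 dopamine was then recorded.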
D1 potentiator – enhances dopamine response at the human D1 receptor. P21728. HEK293 TREx D1 cells, calcium flux, dopamine EC20 potentiation. potentiation, % at 10 µM. actives 0.036% (n = 360,000). AID 504651; in the data active = potentiation above about 30%; note: 0% is about no effect
TRHR enhancer – TRH receptor (human) allosteric enhancement | AID 493056 | P34981 | TRHR cells, fluo-8 calcium fluorescence, EC20 TRH enhancement | enhancement, % at 2 µM | actives 0.66% (n = 360,000); in the data active = enhancement above about 30%; note: 0% is about no effect
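TRHR-expressing cells loaded with fluo-8 calcium dye were read kinetically (ex 480/em 530) during compound addition, then stimulated with an EC20 of TRH (10 nM final). Enhancement of the Gq-mediated intracellular calcium response was scored.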
D2 potentiator – positively modulates the human D2 dopamine receptor allosterically; P14416; HEK293 T-REx D2, calcium flux, EC20 dopamine potentiation; potentiation, % at 10 µM; actives 0.34% (n = 340,000); AID 485347;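 active = potentiation over 3 SD above the plate norm, cut at about 30% in these data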; note: 0% is about no effect
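Calcium flux readout, no-wash dye, 1 read/s. Inducible HEK293 Trex D2 line, overnight 30 C. Compound alone 180 s (agonist flags), then EC20 dopamine, another 180 s to score potentiation.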
TRHR agonist – TRH receptor (human) agonism. P34981. TRHR cells, calcium flux fluo-8, FDSS agonist mode. activation, % at 2 µM. actives 0.18% (n = 360,000). AID 493084; note: 0% is about no effect
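Steps: seed TRHR cells overnight; add fluo-8 no-wash Ca dye, RT 30 min–1.5 h; record 10 s baseline; pin-transfer compounds; monitor fluorescence 1 cycle/s for the agonist window. Calcium increases flag candidate agonists.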
RXFP1 antagonist – blocks the human relaxin receptor RXFP1 | Q9HBX9 | HEK293-RXFP1, relaxin-stimulated cAMP HTRF, 30 min; active compounds read low | activity change, negative = inhibition, % at 57.5 µM | actives 0.59% (n = 350,000);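 active = activity change of -60% or lower, but not beyond a set lower limit; inconclusive = change between -60% and -40%, or beyond the set limit; inactive = change above -40%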; note: % is set by controls: 0 for no effect and ±100 for the full control effect
Target sequence (Q9HBX9 whole entry, looked up): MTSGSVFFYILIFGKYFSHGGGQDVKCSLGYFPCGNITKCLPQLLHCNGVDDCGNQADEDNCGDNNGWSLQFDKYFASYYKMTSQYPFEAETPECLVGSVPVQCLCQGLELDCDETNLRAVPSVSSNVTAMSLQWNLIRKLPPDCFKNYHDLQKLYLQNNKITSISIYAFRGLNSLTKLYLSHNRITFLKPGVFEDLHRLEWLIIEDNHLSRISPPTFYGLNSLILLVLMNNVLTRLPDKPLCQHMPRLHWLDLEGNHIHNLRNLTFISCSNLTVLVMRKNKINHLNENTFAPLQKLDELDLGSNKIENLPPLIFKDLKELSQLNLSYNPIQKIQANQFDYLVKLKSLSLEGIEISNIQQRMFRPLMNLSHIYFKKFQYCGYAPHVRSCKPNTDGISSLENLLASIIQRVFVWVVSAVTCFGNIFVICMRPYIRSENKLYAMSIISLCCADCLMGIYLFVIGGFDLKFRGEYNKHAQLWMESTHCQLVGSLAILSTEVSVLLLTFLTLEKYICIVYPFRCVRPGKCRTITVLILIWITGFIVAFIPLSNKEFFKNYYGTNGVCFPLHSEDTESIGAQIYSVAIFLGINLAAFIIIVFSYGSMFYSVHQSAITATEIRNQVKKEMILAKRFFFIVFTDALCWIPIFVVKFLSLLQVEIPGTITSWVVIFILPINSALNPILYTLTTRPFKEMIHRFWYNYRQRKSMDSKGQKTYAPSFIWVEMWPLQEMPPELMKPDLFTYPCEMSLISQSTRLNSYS
Numbers without * were called inactive; ? = inconclusive; . = no result given. Cut-off read from the data, not from the text of the source, unless noted: active = activation above about 30%; inactive = the rest.

nr	mol	D2 antagonist	D1 agonist	D2 ag	D1 antagonist	D1 potentiator	TRHR enhancer	D2 potentiator	TRHR agonist	RXFP1 antagonist
1	CC(=O)C(C(C)=O)c1c(Cl)c(O)c(O)c2c(C(=O)c3ccccc3)coc12	2.7	4.3	0.0	-5.1	-5.0	-2.7	-2.6	-0.2	?
2	Cc1cc(C)c(NC(=S)N2CCC(N(C)CC3CCCO3)CC2)c(C)c1 (configuration not stated)	-2.1	2.9	-0.8	-5.8	-6.3	0.6	0.8	0.3	8.5
3	CSCCC(NC(=O)C12CC3CC(CC(C3)C1)C2)C(=O)OCC(=O)c1ccccc1 (configuration not stated)	1.8	1.8	0.6	-2.9	3.7	4.2	12.3	0.5	4.4
4	FC(F)(F)c1cccc(NC(=S)N(CCCN2CCCC2)Cc2cccn2Cc2ccc(Cl)cc2)c1	-3.6	4.8	1.2	1.3	-1.6	-4.1	-5.8	-0.2	-26.0
5	CCOC(=O)C(C)n1cnc2c1c(=O)[nH]c(=O)n2C (configuration not stated)	-24.2	1.3	0.5	18.6	-4.2	4.6	5.5	0.7	-25.2
6	O=C(CCCCCn1c(SCc2ccncc2)nc2ccccc2c1=O)NCc1ccco1	6.1	-1.1	0.7	11.4	-3.5	-4.0	16.7	-1.2	-5.7
7	Fc1ccc(Cn2c(-c3cscn3)nc3ccccc32)c(Cl)c1	4.7	4.7	-1.1	-2.3	-0.1	6.7	18.4	-0.3	7.8
8	O=C(Cc1cccs1)NC1CCCC1	-1.3	3.7	0.3	6.8	-3.5	-1.2	-5.2	0.3	-7.9
9	CCc1nnc(SCC(=O)Nc2ccc(N3CCOCC3)cc2)o1	8.4	-0.1	-0.2	-4.0	1.0	26.4	3.1	-0.1	2.5
10	Cc1ccccc1NC(=S)NCCc1ccccc1	-9.8	16.4	-1.1	-5.8	-8.7	17.2	12.0	-0.6	0.2
11	CCOc1ccc(NC(=O)CN2C(=O)CSc3ccc(S(=O)(=O)N4CCCC4)cc32)cc1	-5.6	3.1	-0.4	-16.7	-4.9	-8.2	6.4	-0.1	-1.7
12	CC(=O)c1cc2c(cc1NC(=O)CCn1cnnn1)OCO2	3.5	-1.6	-0.7	-2.5	-1.8	1.1	3.3	0.5	-11.0
13	CN1CCN(c2cc(-c3ccccc3)nc3cc(-c4ccc(F)cc4)nn23)CC1	54.3*	5.8	0.1	14.6	-2.2	7.0	-20.9	0.6	-7.8
14	COc1ccc(OCC(O)Cn2c(N3CCCCC3)nc3c2c(=O)[nH]c(=O)n3C)cc1 (configuration not stated)	12.9	3.1	-0.2	-0.1	4.8	-0.5	-6.1	-0.1	-0.1
15	COC(=O)c1sc(C(F)(F)F)c(-c2ccccc2)c1S(=O)(=O)N(C)C	3.7	0.8	-0.1	-7.2	-5.3	-10.2	-1.7	-0.1	-3.9
16	Cc1ccc(NC(=O)N2C3CCCC2CC(NC(=O)C(C)(C)C)C3)cc1 (configuration not stated)	-3.4	4.9	0.5	-2.5	1.5	-2.0	-10.1	0.1	11.4
17	COc1ccc(S(=O)(=O)N2CCC(N3CCN(Cc4ccc(F)cc4)C(=O)C3=O)CC2)cc1	.	2.4	.	-35.9*	1.0	3.1	3.9	-1.1	-12.9
18	O=C(CCC(=O)N1CCCCCC1)NCc1ccc(F)cc1	2.9	2.6	1.0	3.8	3.5	-1.7	1.4	-0.1	2.2
19	O=C(NNS(=O)(=O)c1ccc(Cl)cc1)c1cccc(S(=O)(=O)N2CCOCC2)c1	1.6	0.7	-0.1	-8.6	4.0	5.7	2.0	0.1	-3.0
20	Cc1nn(-c2ccccc2)c(Cl)c1/C=N/NC(=O)c1nn(C)cc1[N+](=O)[O-]	.	1.6	.	-27.1	-8.5	10.5	.	-0.6	-8.4
21	COc1cc(NS(=O)(=O)c2ccc(NC(=S)NC(=O)c3ccc(F)c(F)c3)cc2)nc(OC)n1	-13.7	0.8	0.1	-2.1	-4.8	-6.2	-1.2	0.0	-19.4
22	COc1cc(CNc2ccc3c(c2)CCC3)cc(OC)c1O	3.6	2.9	-0.3	-5.0	3.1	2.8	11.3	0.3	11.8
23	CC(C)N1C(=O)C2C(C(=O)NC3CCCCC3)C3C=CC2(O3)C1C(=O)NC1CCCCC1 (configuration not stated)	4.5	1.0	1.1	7.3	2.6	12.1	8.2	0.0	0.2
24	CCOC(=O)C1(Cc2ccccc2C)CCCN(C(=O)c2ccc3nccnc3c2)C1 (configuration not stated)	-3.9	2.4	-0.5	-28.3	-6.6	-4.5	0.9	0.0	-23.0
25	CCNC(=O)C1CCCN1C(=O)C(CCCN=C(N)N)NC(=O)C(CC(C)C)NC(=O)C(Cc1cn(Cc2ccccc2)cn1)NC(=O)C(Cc1ccc(O)cc1)NC(=O)C(CO)NC(=O)C(Cc1c[nH]c2ccccc12)NC(=O)C(Cc1cnc[nH]1)NC(=O)C1CCC(=O)N1 (configuration not stated)	5.6	2.3	0.6	1.2	1.0	-7.4	-10.3	0.3	.
26	CCN(CCNC(=O)CN1CCN(Cc2ccc(Cl)cc2)C1=O)c1ccccc1	4.9	6.6	0.4	-0.3	0.2	0.2	-2.4	0.4	-33.4
27	CCn1c(Cc2ccccc2)nnc1SCC(=O)N1CCCCC1	9.8	0.1	-0.8	-5.1	-2.0	2.3	-5.6	0.2	0.1
28	Cc1cccc(NC2=CC(c3cccc(Br)c3)N(c3cccc(C)c3)C2=O)c1 (configuration not stated)	.	12.3	0.8	4.9	-1.6	-0.9	-11.1	2.4	-32.2
29	COc1ccc(-c2noc(CCC(=O)Nc3ccc4c(c3)OCCO4)n2)cc1	7.9	8.4	0.2	.	-3.0	-4.4	4.5	-0.5	-6.0
30	O=C(OCC(=O)N1CCCC1)c1cc(Cl)ccc1[N+](=O)[O-]	-0.7	0.7	0.1	-14.9	-4.5	-1.1	5.1	0.1	-8.1
31	Nc1nc(-c2ccccn2)nc(N)c1Cc1ccc(Cl)cc1Cl	1.4	34.1*	-1.5	304.7	51.5*	4.4	-2.7	1.9	-16.6
32	O=c1oc2ccccc2c(NCc2ccccc2F)c1[N+](=O)[O-]	6.9	7.2	-1.6	-0.6	-4.2	0.8	-2.6	0.0	6.9
33	O=C(N/N=C/c1ccc(O)cc1O)NC12CC3CC(CC(C3)C1)C2	-5.6	7.7	0.8	20.7	0.2	4.3	3.4	-0.8	-12.2
34	COc1cccc(CNC(=O)c2ccc3c(c2)N(Cc2ccc(C(F)(F)F)cc2)C(=O)c2ccccc2S3)c1OC	.	7.2	.	-2.4	-5.7	-1.3	.	1.7	8.1
35	COc1ccc(NC(=O)Nc2ccon2)cc1OC	-3.6	-0.1	0.8	-16.3	-1.2	3.7	-2.2	0.8	4.9
36	CSc1nc2c(c(=O)[nH]1)C(c1ccc(Br)cc1)CC(=O)N2 (configuration not stated)	-8.0	-1.1	-0.3	13.2	5.3	-1.5	12.5	-0.2	-12.1
37	Cc1cc(NS(=O)(=O)c2ccccc2)c([N+](=O)[O-])cc1C	.	2.5	.	0.0	-2.9	-2.6	.	-0.6	2.0
38	COc1cc(/C=N/N2CCN(c3ccccc3)CC2)ccc1OC(C)=O	1.0	2.6	0.2	3.2	-4.0	5.2	-9.4	-0.1	-7.0
39	COCCC(=O)Nc1c(-c2ccccc2)c2cc(Br)ccc2[nH]c1=O	17.0	0.1	0.0	-0.7	4.0	3.6	13.6	0.8	-2.1
40	Cc1ccc(CSc2nnc(CCCCCNC(=O)OC(C)(C)C)o2)cc1	2.5	9.3	-1.4	-5.7	-2.4	0.6	7.2	0.9	-23.8

Individual results from above.
Under D1 agonist, no. 37 has 2.5
Under RXFP1 antagonist, no. 24 has -23.0
Under TRHR agonist, no. 29 has -0.5
Under D1 antagonist, no. 28 has 4.9

(cont.)
nr	mol	D2 antagonist	D1 agonist	D2 ag	D1 antagonist	D1 potentiator	TRHR enhancer	D2 potentiator	TRHR agonist	RXFP1 antagonist
41	Cc1ccc(C)c(N2N=C(C(=O)O)CCC2=O)c1	5.6	2.4	0.3	5.6	4.2	0.2	-8.2	0.2	7.3
42	O=C(N=C1SC2CS(=O)(=O)CC2N1c1cccc(Cl)c1)C1CCCO1 (configuration not stated)	23.1	0.6	-0.2	14.8	2.0	7.0	4.1	0.5	-2.6
43	Cc1cc(O)c(C=Nc2ccc(N3CCOCC3)cc2)c(C)c1Cl	0.3	1.2	12.2	-14.6	1.8	-2.7	8.7	0.6	0.6
44	COc1ccc(CCNC(=O)c2ccc(CS(=O)Cc3ccc(C)cc3)o2)cc1OC (configuration not stated)	-5.0	0.2	-0.9	2.7	-5.2	-5.1	0.8	-0.5	15.9
45	O=C(COc1cccc2c1CCNC2=O)Nc1cccc(F)c1	11.6	-0.1	-0.4	10.3	3.8	8.0	13.4	-0.3	-5.2
46	Cc1c([N+](=O)[O-])cc(C(=O)Nc2ccc3ncccc3c2)cc1[N+](=O)[O-]	0.9	0.0	0.1	-2.9	-5.2	-1.4	-8.2	0.2	0.3
47	CC(C)(C)c1ccc(NC(=O)COC(=O)C2=COCCO2)cc1	0.3	3.0	0.6	-22.7	-3.1	-3.7	-11.7	0.3	-11.2
48	CCC1=C(OC(=O)N(CC)CC)N2C(=O)OC(=NCCOC)[C@]2(Cc2ccccc2)[C@H]2C1=CC[C@H]1C(=O)NC(=O)[C@H]12	51.7*	1.8	0.6	-10.9	-0.9	-2.0	-1.1	-0.1	.
49	Cc1cccc(NC(=S)N(CCN(C)C)C(C)c2ccccn2)c1 (configuration not stated)	-17.2	2.3	-0.4	5.2	-1.1	7.7	4.0	0.3	1.4
50	COc1ccc(Br)cc1CNc1ccc2[nH]c(=O)[nH]c2c1	-3.2	-2.3	0.8	.	-0.4	-4.2	-5.6	-0.2	-19.8
51	CCCCCCn1c(CN2CCN(Cc3ccccc3)CC2)nc2c1c(=O)n(C)c(=O)n2C	-9.1	-0.6	0.1	16.3	0.2	0.2	14.4	-0.1	-3.4
52	COC(=O)c1scc(-c2ccc(C)cc2)c1S(=O)(=O)Nc1cccc(Cl)c1C	.	2.7	0.2	0.7	-3.4	4.1	-7.0	0.9	.
53	CC(=O)c1cccc(CN2CCC(n3nccc3NC(=O)CCOc3ccccc3)CC2)c1	-21.3	2.5	-1.1	-19.9	-2.0	10.9	11.8	0.4	-19.5
54	COc1ccc(C(=O)NC(=O)COC(=O)c2ccc3ncsc3c2)cc1	-2.7	2.5	0.2	-9.7	-4.6	-3.4	7.4	0.5	.

Ordered by molar mass (descending): 4 of the compounds above
nr	mol	D2 antagonist	D1 agonist	D2 ag	D1 antagonist	D1 potentiator	TRHR enhancer	D2 potentiator	TRHR agonist	RXFP1 antagonist
17	COc1ccc(S(=O)(=O)N2CCC(N3CCN(Cc4ccc(F)cc4)C(=O)C3=O)CC2)cc1	.	2.4	.	-35.9*	1.0	3.1	3.9	-1.1	-12.9
44	COc1ccc(CCNC(=O)c2ccc(CS(=O)Cc3ccc(C)cc3)o2)cc1OC (configuration not stated)	-5.0	0.2	-0.9	2.7	-5.2	-5.1	0.8	-0.5	15.9
2	Cc1cc(C)c(NC(=S)N2CCC(N(C)CC3CCCO3)CC2)c(C)c1 (configuration not stated)	-2.1	2.9	-0.8	-5.8	-6.3	0.6	0.8	0.3	8.5
33	O=C(N/N=C/c1ccc(O)cc1O)NC12CC3CC(CC(C3)C1)C2	-5.6	7.7	0.8	20.7	0.2	4.3	3.4	-0.8	-12.2
